L3MBTL1 inh = qHTS Assay for the Inhibitors of L3MBTL1. Lethal(3)malignant brain tumor-like protein 1 (Homo sapiens), Q9Y468. AlphaScreen L3MBTL1–H3K9me1 peptide binding. Potency, µM (doses to about 57.1 µM), without a hit: at the top dose activity, negative = inhibition, usual class: inhibitors. 230,000 tested, 0.66% active. AID 485360, 2010; also: nearly all actives have a fitted effect of over 60% in size
Target sequence (Q9Y468 whole entry, looked up): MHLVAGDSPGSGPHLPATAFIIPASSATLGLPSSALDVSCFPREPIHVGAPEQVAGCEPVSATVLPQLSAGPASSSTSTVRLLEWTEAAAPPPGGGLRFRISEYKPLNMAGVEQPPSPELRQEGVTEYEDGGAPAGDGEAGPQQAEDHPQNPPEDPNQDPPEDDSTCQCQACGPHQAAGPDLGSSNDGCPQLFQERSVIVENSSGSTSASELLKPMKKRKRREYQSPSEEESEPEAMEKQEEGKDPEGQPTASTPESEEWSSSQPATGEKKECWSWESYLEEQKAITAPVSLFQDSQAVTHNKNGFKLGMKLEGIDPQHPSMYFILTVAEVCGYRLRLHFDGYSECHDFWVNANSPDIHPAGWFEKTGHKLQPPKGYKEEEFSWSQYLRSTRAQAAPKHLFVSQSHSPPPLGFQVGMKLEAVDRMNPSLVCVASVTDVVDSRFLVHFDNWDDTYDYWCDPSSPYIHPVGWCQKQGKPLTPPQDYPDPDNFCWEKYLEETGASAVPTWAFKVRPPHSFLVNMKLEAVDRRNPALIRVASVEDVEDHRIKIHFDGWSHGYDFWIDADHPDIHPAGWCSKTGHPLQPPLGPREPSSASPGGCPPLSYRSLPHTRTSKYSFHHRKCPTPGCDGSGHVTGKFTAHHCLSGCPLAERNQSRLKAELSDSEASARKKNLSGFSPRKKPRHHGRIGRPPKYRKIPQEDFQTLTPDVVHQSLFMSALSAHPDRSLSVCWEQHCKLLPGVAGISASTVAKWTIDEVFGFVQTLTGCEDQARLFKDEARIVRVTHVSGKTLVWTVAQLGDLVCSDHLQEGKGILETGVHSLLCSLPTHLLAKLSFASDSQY
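L3MBTL1 (50 nM) pre-complexed 30 min with biotinylated H3(1-15)K9me1 peptide (75 nM), then compounds added for 30 min at room temperature; AlphaScreen streptavidin donor/nickel chelate acceptor beads (10 ug/mL final) read after 30 min dark incubation.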
GoLoco inh red = qHTS Assay for Inhibitors of RGS12 GoLoco Motif Activity (Red Fluorophore) | Gai1:RGS12 GoLoco peptide FP, rhodamine, 10 min | Guanine nucleotide-binding protein G(i) subunit alpha-1 (Homo sapiens), P63096 | Potency, µM (doses to about 61.6 µM), for inactives: at the top dose activity, negative = inhibition, hits mostly inhibitors | AID 880, 2007 | 230,000 tested, 0.44% active; active = well fitted inhibition curve with a large enough effect, not every such curve was filed as active; inactive = no such curve, though single readings can be large or run the other way; also: nearly all actives have a fitted effect of over 30% in size; many of its hits are not listed in these tables
GAA glycogen mod = qHTS Assay for Inhibitors and Activators of Human alpha-Glucosidase Cleavage of Glycogen. Lysosomal alpha-glucosidase (Homo sapiens), P10253. Potency, µM (highest dose often 76.4 µM), without a hit: top-dose activity change, negative = inhibition, actives largely listed as inhibitors. recombinant GAA, glycogen substrate, Amplex Red glucose oxidase fluorescence. AID 2100, 2009. 300,000 tested, 0.38% active;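 also: 0% = full enzyme reaction and -100% = no-enzyme basal signal; the screen sought inhibitors and activators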
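Recombinant human alpha-glucosidase (4 nM final) hydrolysed bovine liver glycogen (30 ug) for 40 min at 37 C in pH 5.0 citrate/phosphate with 0.01% Tween-20. Released glucose detected by glucose oxidase/Amplex Red, Ex 573/Em 610 nm. Compounds up to 77 uM; AC50 from Hill fits.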
TRb SRC2 PPI = qHTS for Inhibitors of the Interaction of Thyroid Hormone Receptor and Steroid Receptor Coregulator 2 | AID 1469, 2008 | TRbeta-SRC2 peptide binding, fluorescence polarization; receptor liganded with 1 µM T3 | 280,000 tested, 0.065% active | Thyroid hormone receptor beta (Homo sapiens), P10828 | Potency, µM (top dose mostly 106 µM), inactives show top-dose activity change, negative = inhibition, usual class: inhibitors;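 also: plate controls were bound peptide for no effect and peptide without receptor for full effect; nearly all actives have a fitted effect of over 50% in size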
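Binding of a 20-amino-acid Texas Red SRC2 peptide (20 nM) to TRb ligand-binding domain (0.6 uM) with agonist T3 at 1 uM was followed by fluorescence polarization after a 5 hr room-temperature incubation.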
aGlu spleen mod = qHTS Assay for Inhibitors and Activators of Human alpha-Glucosidase From Spleen Homogenate; Potency, µM (doses to about 79.9 µM), inactives show at the highest dose activity change, negative = inhibition, hits mostly inhibitors; 240,000 tested, 0.006% active; human spleen homogenate, 4-MU-alpha-glucoside fluorescence; Lysosomal alpha-glucosidase (Homo sapiens), P10253;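 also: 0% = enzyme with vehicle and -100% = no enzyme basal signal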
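Enzyme source: human spleen homogenate, 1 ug/well. Buffer 50 mM citric acid/K phosphate pH 5.0, 0.01% Tween-20. 4-MU-alpha-glucoside 1 mM; 37 C x 40 min; NaOH/glycine stop; fluorescence.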
RECQ1 inh = qHTS Assay for Inhibitors of RecQ-Like Dna Helicase 1 (RECQ1) | ATP-dependent DNA helicase Q1 (Homo sapiens), P46063 | RECQ1 DNA unwinding, red fluorescence kinetic read | Potency, µM (series often up to 57.3 µM), for inactives: at the top dose activity, negative = inhibition, usual class: inhibitors | 240,000 tested, 0.54% active;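 also: plate controls were vehicle for no effect and no enzyme for full effect; nearly all actives have a fitted effect of over 30% in size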
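RECQ1T1 50 nM; forked duplex (20 bp + 30-nt ss tails) 200 nM, ATP 2 mM final; pH 8.0, 2 mM MgCl2, 2.5 ug/ml poly(dI-dC); 15 min compound preincubation; discontinuous kinetic read over 2 h at RT.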
TexasRed fluor = Total Fluorescence Counterscreen for Inhibitors of the Interaction of Thyroid Hormone Receptor and Steroid Receptor Coregulator 2. TRb/SRC2 Texas Red total fluorescence interference. Potency, µM (doses to about 106 µM), without a hit: at the top dose fluorescence change, negative = quenching. 280,000 tested, 0.29% active; active = well fitted curve in either direction with a large enough effect; inconclusive = small, poorly fitted or top-dose-only effect
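Human TRb ligand-binding domain at 0.6 uM with 20 nM Texas Red SRC2 peptide in Tris buffer containing 1 uM T3 and 5% DMSO, incubated with compound 5 h at ambient temperature. Total fluorescence (555/632 nm) calculated as parallel + 2 × perpendicular.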
GAA inh = qHTS Assay for Inhibitors of Human alpha-Glucosidase as a Potential Chaperone Treatment of Pompe Disease; 200,000 tested, 0.005% active; Potency, µM (doses to about 76.9 µM), for the others: at the top dose activity change, negative = inhibition, usual class: inhibitors; purified human GAA, 4-MU-alpha-glucoside fluorescence; Lysosomal alpha-glucosidase (Homo sapiens), P10253;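 also: plate controls were uninhibited enzyme wells for no effect and no-enzyme background for full effect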
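Human alpha-glucosidase, 4 nM, pre-mixed with test compounds before 400 uM 4-methylumbelliferyl substrate; 20 min room temperature at pH 5.0. Fluorescence read after pH 10 stop; AC50 values from Hill-equation fits.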
* marks the source's active call; other numbers are inactive results; & = joins results of further samples; [ ] = another dose, or the depositor's remark. Unless noted, calls follow the shape of the dose curve; as a rule, active = well fitted curve in the direction sought with a large enough effect; inconclusive = small, poorly fitted or top-dose-only effect, or another doubt; inactive = no such curve, though single readings can be large; an effect the other way counts as inactive or inconclusive. Unless noted, % is scaled to controls: 0 for no effect and ±100 for the full control effect; potency is read from the fitted curve at half-maximal effect.

How did NC(=O)C1CCN(C(=O)Cn2cccc2C(=O)c2ccccc2)CC1 do in these assays?
GoLoco inh red: 7%; GAA glycogen mod: -7%; TRb SRC2 PPI: -11%; aGlu spleen mod: 0%; RECQ1 inh: -3%; TexasRed fluor: -2%; GAA inh: -5%

How did O=c1c2c(nc3nc(COc4ccccc4)[nH]n13)CCC2 do in these assays?
L3MBTL1 inh: -2%; GoLoco inh red: -9%; GAA glycogen mod: -6%; TRb SRC2 PPI: 4%; aGlu spleen mod: -2%; RECQ1 inh: -12%; TexasRed fluor: -1%; GAA inh: 3%

How did CCOC(=O)c1c(C)oc2ccc(NS(=O)(=O)c3cccs3)cc12 do in these assays?
GoLoco inh red: 3%; GAA glycogen mod: -1%; TRb SRC2 PPI: -12%; aGlu spleen mod: -5%; RECQ1 inh: -20%; TexasRed fluor: -2%; GAA inh: -1%

Results for CC(=O)NNc1ncnc2c1cnn2-c1ccc(C)c(Cl)c1 ?
L3MBTL1 inh: 5%; GoLoco inh red: 11%; GAA glycogen mod: -9%; TRb SRC2 PPI: 3%; RECQ1 inh: -5%; TexasRed fluor: -5%; GAA inh: 0%

How did Cc1ccc(C(=O)N2N=C3c4ccccc4S(=O)(=O)N3[C@H]2N(C)C)cc1 do in these assays?
L3MBTL1 inh: -3%; GoLoco inh red: 274%[activator]; GAA glycogen mod: 10%; TRb SRC2 PPI: -5%; aGlu spleen mod: 3%; RECQ1 inh: -7%; TexasRed fluor: -4%; GAA inh: -2%

Results for Brc1cc2[nH]cnc2c2ccccc12 ?
L3MBTL1 inh: -7%; GoLoco inh red: 22%; GAA glycogen mod: -1%; TRb SRC2 PPI: 5%; aGlu spleen mod: 6%; RECQ1 inh: 10%; TexasRed fluor: 1%; GAA inh: 9%

Results for COC(=O)c1ccc(CNC(=O)CSC2=NCCS2)cc1 ?
L3MBTL1 inh: 9%; GoLoco inh red: 6%; GAA glycogen mod: -17%; TRb SRC2 PPI: -4%; aGlu spleen mod: 8%; RECQ1 inh: -4%; TexasRed fluor: -1%; GAA inh: -1%

What do the screens show for `Brc1cc(Br)c2nc(-c3cccs3)ccc2c1`?
GoLoco inh red: 2%; GAA glycogen mod: -5%; TRb SRC2 PPI: -5%; aGlu spleen mod: -6%; RECQ1 inh: -9%; TexasRed fluor: 0%; GAA inh: 3%

How did CC(C)N1CCC(N2CCN(Cc3ccc4nonc4c3)CC2CCO)CC1 (stereo unspecified) do in these assays?
L3MBTL1 inh: -18%; GoLoco inh red: 14%; GAA glycogen mod: -9%; TRb SRC2 PPI: -1%; aGlu spleen mod: 11%; RECQ1 inh: 3%; TexasRed fluor: -1%

What do the screens show for `c1ccc(-c2nc(NCc3ccco3)c3ccccc3n2)nc1`?
L3MBTL1 inh: inconclusive; GoLoco inh red: -3%; GAA glycogen mod: 0%; TRb SRC2 PPI: -15%; aGlu spleen mod: 12%; RECQ1 inh: -1%; TexasRed fluor: -2%; GAA inh: -7%

How did O=[N+]([O-])c1ccccc1N/N=C/c1c[nH]c2ccccc12 do in these assays?
L3MBTL1 inh: inconclusive; GoLoco inh red: 6%; GAA glycogen mod: inconclusive; TRb SRC2 PPI: 3%; aGlu spleen mod: 1%; RECQ1 inh: -16%; TexasRed fluor: -8%; GAA inh: -1%

What do the screens show for `COc1cc(OC)cc(C(=O)NC(=S)Nc2ccc(Cl)c(C(=O)O)c2)c1`?
L3MBTL1 inh: 1%; GoLoco inh red: 2%; GAA glycogen mod: 11%; TRb SRC2 PPI: 7%; aGlu spleen mod: 3%; RECQ1 inh: -3%; TexasRed fluor: -3%; GAA inh: 0%

What do the screens show for `COCCNC(=O)Cn1cnc2sc(C)c(S(=O)(=O)N3CCC(C)CC3)c2c1=O`?
L3MBTL1 inh: 9%; GAA glycogen mod: 8%; TRb SRC2 PPI: 3%; aGlu spleen mod: -15%; RECQ1 inh: inactive; TexasRed fluor: -2%; GAA inh: 5%

Results for Cc1ccc(-n2c(SCC(N)=O)nc3c([nH]c4ccccc43)c2=O)cc1 ?
L3MBTL1 inh: 6%; GoLoco inh red: -3%; GAA glycogen mod: -7%; TRb SRC2 PPI: -5%&3%; aGlu spleen mod: 1%; RECQ1 inh: -5%; TexasRed fluor: 1%&1%; GAA inh: -1%

What do the screens show for `CC(C)C(=O)Nc1nnc(S(=O)(=O)N2c3ccccc3CC2C)s1` (stereo unspecified)?
L3MBTL1 inh: 12%; GAA glycogen mod: -1%&-14%[76.3 µM]; TRb SRC2 PPI: -7%; TexasRed fluor: 3%

Results for COc1ccc(NC(=O)N[C@@H](CCSC)C(=O)O)cc1Cl ?
L3MBTL1 inh: -2%; GoLoco inh red: -1%; GAA glycogen mod: 4%; TRb SRC2 PPI: 4%; aGlu spleen mod: -6%; RECQ1 inh: -4%; TexasRed fluor: 1%; GAA inh: 1%

How did COc1ccccc1C(=O)Nc1ccc2c(c1)nc1n2CCN(Cc2ccccc2)C1 do in these assays?
L3MBTL1 inh: 3%; GoLoco inh red: 40%[activator]; GAA glycogen mod: 19%; TRb SRC2 PPI: 0%; aGlu spleen mod: 5%; RECQ1 inh: inactive; TexasRed fluor: -2%; GAA inh: 2%

How did CNC(=O)c1csc(-c2ccc(C)cc2)n1 do in these assays?
L3MBTL1 inh: -1%; GoLoco inh red: 11%; GAA glycogen mod: 0%; TRb SRC2 PPI: -4%; aGlu spleen mod: -1%; RECQ1 inh: inactive; TexasRed fluor: -5%; GAA inh: -6%

How did CC(C)C(C)NC(=O)COc1ccc(S(=O)(=O)N2CCOCC2)cc1[N+](=O)[O-] (stereo unspecified) do in these assays?
L3MBTL1 inh: 0%; GoLoco inh red: -1%; GAA glycogen mod: -7%; TRb SRC2 PPI: 3%[53 µM]; aGlu spleen mod: -12%; RECQ1 inh: -4%; TexasRed fluor: -2%[53 µM]; GAA inh: -2%

Results for COc1ccccc1Oc1ccc(N/C=C/C(=O)c2ccc(C)o2)cc1 ?
L3MBTL1 inh: -4%; GoLoco inh red: 6%; GAA glycogen mod: -10%; TRb SRC2 PPI: -7%; aGlu spleen mod: 4%; RECQ1 inh: -18%; TexasRed fluor: -4%; GAA inh: -5%

Results for CCCOc1ccc(C(=O)C(CCC(CNCC)C(=O)c2ccc(OCCC)cc2)CNCC)cc1 (stereo unspecified) ?
L3MBTL1 inh: -2%; GoLoco inh red: 2%; GAA glycogen mod: 1%; TRb SRC2 PPI: -2%; aGlu spleen mod: 2%; RECQ1 inh: -3%; TexasRed fluor: -2%; GAA inh: -7%

How did N#Cc1ccc(OCC(=O)NN2Cc3ccccc3C2=N)cc1 do in these assays?
L3MBTL1 inh: 14%; GoLoco inh red: -2%; GAA glycogen mod: -2%; TRb SRC2 PPI: -4%; aGlu spleen mod: 2%; RECQ1 inh: inactive; TexasRed fluor: -7%; GAA inh: 2%

Results for NS(=O)(=O)c1ccc(NC(=O)COC(=O)/C(=C/c2cccs2)c2cccs2)cc1 ?
L3MBTL1 inh: -12%; GoLoco inh red: 18%; GAA glycogen mod: -13%; TRb SRC2 PPI: 10%; aGlu spleen mod: -3%; RECQ1 inh: -9%; TexasRed fluor: -7%; GAA inh: inconclusive

Results for CCC(C)NC(=O)c1ccccc1NC(=O)c1ccc(CSc2ccccc2)cc1 (stereo unspecified) ?
L3MBTL1 inh: 13%; GoLoco inh red: 3%; GAA glycogen mod: 11%; TRb SRC2 PPI: 9%; aGlu spleen mod: 0%; RECQ1 inh: -7%; TexasRed fluor: 7%; GAA inh: -10%

Results for CC(C)C(c1nnnn1C(C)(C)C)N1CCN(c2cccc(Cl)c2)CC1 (stereo unspecified) ?
L3MBTL1 inh: -3%; GoLoco inh red: 0%; GAA glycogen mod: 2%; TRb SRC2 PPI: 3%; aGlu spleen mod: 8%; RECQ1 inh: -3%; TexasRed fluor: 0%; GAA inh: -17%

How did COc1cccc(NC2c3ccccc3C(=O)N2Cc2ccco2)c1 (stereo unspecified) do in these assays?
GoLoco inh red: 5%; GAA glycogen mod: 2%; TRb SRC2 PPI: 6%; aGlu spleen mod: 3%; RECQ1 inh: -9%; TexasRed fluor: -1%; GAA inh: -10%

What do the screens show for `COC(=O)c1ccccc1NC(=O)C1CCCN(S(=O)(=O)c2ccc(F)cc2)C1` (stereo unspecified)?
L3MBTL1 inh: 9%; GoLoco inh red: -9%; GAA glycogen mod: -4%; TRb SRC2 PPI: -24%; aGlu spleen mod: -4%; RECQ1 inh: -15%; TexasRed fluor: 1%; GAA inh: -17%

Quoted at random: two entries already listed.
How did N#Cc1ccc(OCC(=O)NN2Cc3ccccc3C2=N)cc1 do in these assays?
L3MBTL1 inh: 14%; GoLoco inh red: -2%; GAA glycogen mod: -2%; TRb SRC2 PPI: -4%; aGlu spleen mod: 2%; RECQ1 inh: inactive; TexasRed fluor: -7%; GAA inh: 2%

Results for CC(C)C(c1nnnn1C(C)(C)C)N1CCN(c2cccc(Cl)c2)CC1 (stereo unspecified) ?
L3MBTL1 inh: -3%; GoLoco inh red: 0%; GAA glycogen mod: 2%; TRb SRC2 PPI: 3%; aGlu spleen mod: 8%; RECQ1 inh: -3%; TexasRed fluor: 0%; GAA inh: -17%

Source: PubChem

Not all compounds are listed (hit frequency here may not be typical).
